Screens deposited in PubChem BioAssay by several laboratories.
Anthrax LF inh2 – Bacillus anthracis LF protease inhibitors, primary screen, biochemical, multiplex microsphere, MLPCN library; Lethal factor (Bacillus anthracis), P15917; multiplex microsphere protease cleavage assay; inhibition, % at 10 µM; hit rate 0.12% among 360,000; in the data active means inhibition above about 30%; further: plate controls were buffer without enzyme for full effect and enzyme alone for no effect
Yp Topo-I inh – Yersinia pestis topoisomerase I inhibitors, primary screen, biochemical, cleavage product accumulation, plate reader, single point; DNA topoisomerase I (Yersinia pestis CO92); Y. pestis Topo-I cleavage product accumulation; activity, % at 10 µM; hit rate 0.064% among 360,000; in the data active means activity above about 50%, passing the limit was not always enough; further: inactives centre near 2
PfHsp40 rescue – rescue of yeast from PfHsp40 toxicity, primary screen, S. cerevisiae, ATP luminescence. growth rescue, % at 12.5 µM. S. cerevisiae expressing PfHsp40, growth rescue. hit rate 0.68% among 340,000; in the data active means growth rescue above about 28%, passing the limit was not always enough;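 further: yeast W303a lacking pdr1 and pdr3 grown in galactose medium; growth measured after three days at 30 °C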
SARS 3CLpro inh – SARS-CoV 3CLpro protease inhibitors, primary screen, biochemical, quenched FRET. inhibition, % at 6 µM. Replicase polyprotein 1ab (Severe acute respiratory syndrome coronavirus), P0C6X7. recombinant SARS-CoV 3CLpro, quenched FRET peptide cleavage. hit rate 0.14% among 290,000; in the data active means inhibition above about 12%
TcdB GH inh – TcdB glycohydrolase inhibitors, primary screen, biochemical, single point, plate reader; Toxin B (Clostridioides difficile), P18177; TcdB glycohydrolase enzymatic assay; inhibition, % at 9.99 µM; hit rate 0.24% among 350,000; AID 652162, 2013; in the data active means inhibition above about 10%
VHR inh abs – VHR1 phosphatase inhibitors, primary screen, biochemical, absorbance, uHTS; Dual specificity protein phosphatase 3 (Homo sapiens), P51452; recombinant VHR phosphatase, pNPP absorbance; inhibition, % at 13.3 µM; hit rate 0.52% among 290,000; AID 1654, 2009; in the data active means inhibition above about 50%; further: some compounds called inactive have numbers as strong as hits
Target sequence (P51452 whole entry, looked up): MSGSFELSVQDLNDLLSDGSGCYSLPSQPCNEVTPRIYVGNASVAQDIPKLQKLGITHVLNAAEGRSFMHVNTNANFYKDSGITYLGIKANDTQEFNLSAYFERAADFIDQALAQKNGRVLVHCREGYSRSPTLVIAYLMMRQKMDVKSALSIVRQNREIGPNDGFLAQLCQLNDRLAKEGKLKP
Vc quorum ag – inducers of Vibrio cholerae quorum light production without autoinducers, primary screen, BH1578 luxS cqsA deficient, single point | hit rate 0.16% among 350,000 | activation, % at 18.7 µM | V. cholerae BH1578 lux reporter, luminescence, 6 h | AID 588436, 2011; in the data active means activation mostly above about 9.7%, no sharp cut-off; further: not every result past the cut was called active; inactives centre near 0; reference of the scale not given here
MazEF act – activators of E. coli MazEF toxin-antitoxin RNase, primary screen, biochemical, fluorescence, uHTS | FAM/BHQ RNA-DNA oligo cleavage fluorescence, 5 h | activation, % at 20 µM | hit rate 0.32% among 350,000 | AID 504720, 2011; in the data active means activation above about 50%
Target sequence (P0AE70 whole entry, looked up): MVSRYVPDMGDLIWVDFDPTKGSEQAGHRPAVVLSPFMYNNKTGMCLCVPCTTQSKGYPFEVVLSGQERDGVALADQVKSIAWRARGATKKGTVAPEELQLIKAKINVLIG
Rv3671c protease – Rv3671c serine protease inhibitors, primary screen, biochemical, fluorescence polarization, M. tuberculosis H37Rv; P9WHR9; inhibition, % at 5.96 µM; hit rate 0.048% among 320,000; AID 2606, 2010; in the data active means inhibition above about 38%;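 further: extracellular domain of Rv3671c used as enzyme; 0% = enzyme with DMSO and 100% = no enzyme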
Target sequence (P9WHR9 whole entry, looked up, the tested form may be a part): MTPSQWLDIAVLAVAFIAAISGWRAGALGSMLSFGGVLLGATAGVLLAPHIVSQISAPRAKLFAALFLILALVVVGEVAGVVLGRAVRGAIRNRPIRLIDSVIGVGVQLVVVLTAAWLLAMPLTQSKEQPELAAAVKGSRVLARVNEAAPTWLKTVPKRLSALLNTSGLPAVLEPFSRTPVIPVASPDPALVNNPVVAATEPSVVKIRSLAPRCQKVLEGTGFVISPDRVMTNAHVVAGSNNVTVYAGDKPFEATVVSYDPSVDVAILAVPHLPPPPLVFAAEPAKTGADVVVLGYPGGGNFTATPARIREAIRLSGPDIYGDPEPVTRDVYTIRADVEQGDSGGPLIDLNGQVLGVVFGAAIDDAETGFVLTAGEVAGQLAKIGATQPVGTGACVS
PriA SSB inh – inhibitors of Klebsiella pneumoniae PriA binding to SSB C-terminal tail, primary screen, biochemical, AlphaScreen; PriA–SSB C-terminal tail interaction (Klebsiella pneumoniae); AlphaScreen SSBct-PriA binding, biotinylated peptide; inhibition, % at 33 µM; hit rate 0.6% among 430,000; in the data active means inhibition mostly above about 37%, no sharp cut-off; inactive means mostly below about 20%;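 further: plate controls were negative control peptide for no effect and reference peptide for full effect; strong numbers were not always called active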
The depositor's hits bear a star; i = inactive; / = no result given. This is a subset, so the mix of outcomes need not match the whole.

smiles,Anthrax LF inh2,Yp Topo-I inh,PfHsp40 rescue,SARS 3CLpro inh,TcdB GH inh,VHR inh abs,Vc quorum ag,MazEF act,Rv3671c protease,PriA SSB inh
CN1CCN(S(=O)(=O)c2ccc(Sc3nc4ccccc4[nH]3)c3nsnc23)CC1,8,-8,0.1,3,/,5,i,4,5,5
Cc1ccc(NC(=O)CS(=O)CC(=O)Nc2ccc3c(c2)OCO3)cc1Cl (stereo unspecified),8,12,-0.3,0,/,24,-0.3,0,-13,3
CCc1ccccc1N/C(=N\S(=O)(=O)c1ccccc1)C(F)(F)F,-1,-4,-0.3,-3,/,5,-0.3,-2,15,/
CC1CN(C(C)C)C(C)CC1OC(=O)c1ccccc1 (stereo unspecified),6,5,2.0,3,-0.1,-7,-0.3,-17,/,-4
N#Cc1ccccc1NC(=O)COC(=O)CCc1ccc(S(=O)(=O)N2CCCCC2)cc1,-2,10,-0.6,5,/,8,i,-4,7,-5
CC(C)(C)N1CCC1CN (stereo unspecified),1,3,-0.7,2,-1.2,16,i,-2,/,-19
COc1ccccc1CC(=O)Nc1ccc2c(c1)C(=O)NC2=O,-2,-5,-0.5,3,1.7,-7,-0.6,4,3,-6
CCN(CC)CCCNC(=O)c1[nH]c(C)c(C(=O)NC2CCCCC2)c1C,4,-1,1.9,4,/,27,i,-4,-15,-11
COCc1cc(C)nc(SCC[N+](C)(C)CC(=O)c2ccccc2)c1C#N,-2,4,0.1,2,0.7,-1,-2.1,8,12,1
COc1ccccc1C(=O)NC(=O)COC(=O)CN1C(=O)NC2(CCCCC2C)C1=O (stereo unspecified),-3,-2,0.4,/,-1.6,/,i,3,9,2
O=C(OC1CCOC1=O)C1CCN(S(=O)(=O)c2ccc(Cl)c(C(F)(F)F)c2)CC1 (stereo unspecified),-6,0,/,/,-0.2,/,i,-6,-1,22
COc1ccc(-n2c(C)cc(/C=C3\C(=O)NN(c4ccccc4)C3=O)c2C)cc1,-10,6,2.3,1,/,17,-0.7,-2,4,22
CC(=O)c1c(C)[nH]c(C(=O)Nc2ccc(C)c(C)c2)c1C,-2,-4,-0.4,3,/,33,i,-11,3,6
Cc1cc(C)n(CCCNC(=O)c2ccc(C)c(S(=O)(=O)N3CCOCC3)c2)n1,-12,1,-0.9,/,1.8,/,0.0,2,-4,-11
CCOC(=O)c1c(C2COc3ccccc3O2)csc1NC(=O)c1ccccc1 (stereo unspecified),-3,-8,-1.2,7,/,24,-0.4,-7,2,2

Next part (2 carried over from the part before).
smiles,Anthrax LF inh2,Yp Topo-I inh,PfHsp40 rescue,SARS 3CLpro inh,TcdB GH inh,VHR inh abs,Vc quorum ag,MazEF act,Rv3671c protease,PriA SSB inh
Cc1cc(C)n(CCCNC(=O)c2ccc(C)c(S(=O)(=O)N3CCOCC3)c2)n1,-12,1,-0.9,/,1.8,/,0.0,2,-4,-11
CCOC(=O)c1c(C2COc3ccccc3O2)csc1NC(=O)c1ccccc1 (stereo unspecified),-3,-8,-1.2,7,/,24,-0.4,-7,2,2
CCOc1ccc(S(=O)(=O)N(C)CC(=O)NCc2ccc3c(c2)OCO3)cc1,1,5,-1.5,1,0.2,-26,-0.2,4,2,2
Nc1cc(=O)[nH]c(SCC(=O)N2CCCC2)n1,1,5,-0.2,/,0.6,/,i,-1,5,-8
COc1ccc(CC(=O)Nc2ccc(C(=O)Nc3ccccc3C(=O)O)cc2)cc1OC,-2,-6,1.7,7,/,3,i,-2,-7,4
O=C(CSc1nnc(-c2cccc(F)c2)o1)N1CCOCC1,-8,-4,-0.6,1,-0.4,20,-4.8,7,4,-2
N#Cc1ccc(CSc2nnc(-c3ccncc3)o2)cc1,-4,5,0.2,5,0.9,17,i,11,-3,-4
O=C(COC(=O)/C=C/c1ccccc1Cl)NCc1ccco1,0,4,-0.2,0,7.9,8,-0.4,0,2,-18
COc1cc(NC(=O)c2ccco2)c(C(=O)OCC(=O)Nc2ncc(Cl)cc2Cl)cc1OC,-1,-2,0.8,-1,/,10,2.4,9,-4,-6
Cn1c(=O)[nH]c(=O)c2c1nc(N1CCCCCC1)n2CCSc1nc2ccccc2o1,-11,-6,-0.1,0,/,7,0.0,23,4,-3
CCn1cc(Br)c(C(=O)Nc2ccc(Cl)cc2Cl)n1,0,19,0.5,-3,1.6,29,-0.4,-14,-1,-37
CC(=O)OC/C=C(\C)CCC=C(C)C,3,-2,-1.8,/,0.7,/,-0.4,0,-2,0
CC(c1ccncn1)N(C)C(=O)c1ccc2oc(Cc3ccccc3)nc2c1 (stereo unspecified),0,4,0.2,6,1.2,0,-7.7,2,-1,-11
COC(=O)c1ccc(Cn2nc(C)c([N+](=O)[O-])c2C)o1,-6,-2,0.5,8,1.0,-9,-2.0,8,1,-8
O=C(c1cccc(Cl)c1)N1CCC2CC1c1cc(-c3ccc(F)cc3)ccc12 (stereo unspecified),4,42,-0.9,/,-0.2,/,i,1,/,-6
CN1/C(=N\O)c2cccc3cccc1c23,-1,-4,2.0,-2,/,15,-5.0,12,-6,/
O=C(CSc1nnc(NC(=O)C2CCC2)s1)NC1CC1,-3,5,1.1,-5,/,-9,-0.3,6,-10,-1

smiles,Anthrax LF inh2,Yp Topo-I inh,PfHsp40 rescue,SARS 3CLpro inh,TcdB GH inh,VHR inh abs,Vc quorum ag,MazEF act,Rv3671c protease,PriA SSB inh
ClC(Br)=C(n1cnc2ccccc21)n1cnc2ccccc21,1,-5,0.6,-1,/,2,1.5,-1,2,3
COC(=O)C1=C(c2cccc(OCc3ccccc3)c2)C[C@@H]2CC[C@H]1N2C(=O)NCCOc1ccccc1,-4,39,1.5,/,1.2,/,i,-2,-1,-4
O=C(NCc1ccccc1)c1onc(CSc2ccc(Cl)cc2)c1C(=O)NCc1ccccc1,-5,21,1.3,/,0.0,7,0.3,-11,-89,-9
CCNC(=S)Nc1cc(OCC)c(NC(=O)c2cccs2)cc1OCC,-2,-2,1.3,-2,/,13,-5.1,8,5,-1
COc1ccc(CN2C(=O)CS/C2=N/N=C/c2cccs2)cc1,6,9,-0.9,1,0.6,13,-0.4,-5,-3,/
CCn1c(SCC(=O)NCc2ccccc2)nc2nc3c(cc2c1=O)CCCC3,-5,11,-1.6,-3,0.7,53*,i,5,-9,-1
COc1ccc(-c2nnc(Nc3nc4c(OC)cccc4s3)o2)c(OC)c1,2,1,0.8,-3,/,9,-0.9,-10,3,-1
O=C(NCCN1CCOCC1)c1sc2ccccc2c1Cl,0,5,0.0,-1,1.1,20,-0.2,13,-23,-7
Cc1nc(NC(=O)COc2ccccc2)sc1C(=O)Nc1ccccc1,3,4,-0.2,-4,/,-10,-0.4,7,-8,-1
Cc1ccc(SCc2c(C(=O)N/N=C/C3CC=CCC3)nnn2-c2nonc2N)cc1 (stereo unspecified),-6,-7,0.7,0,1.6,26,-0.3,-5,0,i
COc1ccc(Cn2ccnc2SCC(=O)NC2CCCC2)cc1,0,6,-1.9,-2,-1.1,10,0.4,6,-3,-2
COc1cccc(-c2ncc3ccccc3c2COC(=O)CCC(=O)O)c1,-2,5,2.0,/,0.9,/,-0.3,4,3,-11
CC1CN(C(=O)c2cc3ccccc3oc2=O)CC(C)O1 (stereo unspecified),4,0,0.5,1,0.1,12,i,-5,-8,7
COc1ccc(CNC(=O)COC(=O)/C=C/c2ccco2)cc1,0,2,0.0,3,0.9,9,-0.4,2,-12,-10
COc1ccc(NC(=O)c2ccco2)cc1NC(=O)COc1ccccc1,1,6,3.5,-4,-0.3,12,0.8,2,3,-6

smiles,Anthrax LF inh2,Yp Topo-I inh,PfHsp40 rescue,SARS 3CLpro inh,TcdB GH inh,VHR inh abs,Vc quorum ag,MazEF act,Rv3671c protease,PriA SSB inh
C/C(=N\N=C(/N)SC1CC(=O)N(c2ccc(Cl)cc2)C1=O)c1cccs1 (stereo unspecified),-5,7,5.2,13*,/,6,-2.8,-18,-39,/
Cc1c(NS(=O)(=O)c2ccccc2F)c(=O)n(-c2ccccc2)n1C,3,-2,2.6,-4,-0.3,23,-0.4,-3,-5,-5
COc1ccc(CNC(=O)C2CCCN2S(=O)(=O)c2ccc(C)cc2)cc1 (stereo unspecified),3,-2,0.2,-2,/,28,-0.1,4,6,-8
COc1ccc(CCNS(=O)(=O)c2ccc(C3CNC(=O)C3)cc2)cc1OC (stereo unspecified),1,-4,0.7,0,1.1,-3,i,2,3,-5
Cc1ccc(S(=O)(=O)NC(C)(C)CN2CCCCC2)cc1,-12,1,-0.2,1,0.4,-23,-0.6,10,-6,-20
OCCN1CCN(C(=S)Nc2ccc(Oc3ccccc3)cc2)CC1,-2,-4,-1.4,5,0.9,19,i,-15,0,2
Nc1nnc(CC(=O)N/N=C\c2ccc(-c3cccc(Cl)c3)o2)s1,-5,11,0.2,5,1.4,11,-2.0,-1,8,/
Cc1ccc(N2CC(C(=O)NCc3cccnc3)CC2=O)cc1 (stereo unspecified),0,3,-0.1,7,/,12,4.2,8,-1,-7
CC(=O)c1c(C)[nH]c(-c2ccccc2)c1C,-3,-4,3.4,-2,1.9,5,-0.2,-1,-8,-9
O=C(Nc1cccc(C(F)(F)F)c1)Nn1cnnc1,6,3,-0.7,3,-0.2,10,i,-1,/,-3
CC(C)c1nc2c(s1)CCc1onc(-c3cccc([N+](=O)[O-])c3)c1-2,1,0,0.0,/,1.1,/,-4.5,-3,-2,-7
CCOC(=O)N1CCC(N2Cc3cccc(C(=O)NCc4ccccn4)c3C2=O)CC1,-5,16,-0.4,-2,-1.4,25,i,8,3,-13
O=C(Nc1ccc(F)cc1)Nc1nnc(-c2ccncc2)s1,-1,9,-0.1,0,/,13,-1.2,2,10,-28
CCN(CC(=O)NCc1ccc(F)cc1)C(=O)C1CCN(C(=O)Nc2ccccc2)CC1,8,5,-0.2,-6,/,8,-0.4,8,-2,-7
